GAA glycogen mod = inhibitors or activators of human alpha-glucosidase glycogen cleavage | P10253 | recombinant GAA, glycogen substrate, Amplex Red glucose oxidase fluorescence | Potency, µM (top dose mostly 76.4 µM), for inactives: at the highest dose activity change, negative = inhibition, actives largely listed as inhibitors | 0.38% of 300,000 active | AID 2100; active = well fitted inhibition curve with a large enough effect; inconclusive = small, poorly fitted or top-dose-only effect, or another doubt; inactive = no such curve, though single readings can be large or run the other way;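 also: 0% = full enzyme reaction and -100% = no-enzyme basal signal; the screen sought inhibitors and activators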
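qHTS, 1536-well; enzyme 4 nM final; cpd up to 77 uM; substrate bovine liver glycogen 30 ug; 50 mM citrate/phosphate pH 5.0, 0.01% Tween-20; 37 C, 40 min; Amplex Red detection 45 min RT; Hill fit → AC50.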
* = called active by the depositor; u = inconclusive; [ ] = dose if it differs, or a comment. Potency is read from the fitted curve at half-maximal effect.

item	canonical_smiles	GAA glycogen mod
1	CCc1nnc(SCC(=O)Nc2ccc(N3CCN(S(C)(=O)=O)CC3)cc2)o1	-0.9%
2	C/C(CC(=O)Nc1cccc(Cl)c1Cl)=N\NC(=O)C(=O)N1CCCC1	-26.0%
3	COc1ccc(OC)c(NC(=O)CCN2CC(C)CC(C)C2)c1 (stereo not drawn)	16.8%[76.3 µM]
4	COc1ccc(N(CC(=O)NC2CCCC2)S(=O)(=O)c2ccc(NC(C)=O)cc2)cc1	6.8%
5	Oc1c(CN2CCCC(C(F)(F)F)C2)cc(Cl)c2ccccc12 (stereo not drawn)	u
6	NS(=O)(=O)c1ccc(NC(=O)c2cccc3ccccc23)cc1	1.6%[76.3 µM]
7	CCN(CC(=O)NCC(=O)Nc1cccc(C)c1C)Cc1ccccc1	-0.1%[76.3 µM]
8	CC(C)(C#N)Cc1cc(CC(C)(C)C#N)cc(C(C)(C)C)c1	-13.4%[76.3 µM]
9	O=C(Nc1ccc(OC(F)(F)F)cc1)c1ccc2nc[nH]c2c1	-11.0%[76.3 µM]
10	CCc1nnc(NC(=O)CCS(=O)(=O)c2ccccc2)s1	4.7%
11	O=C(CN1C(=O)NC2(CCCC2)C1=O)Nc1cc(S(=O)(=O)N2CCOCC2)ccc1OCC(F)(F)F	-2.0%[76.3 µM]
12	CC(C)c1nc(C(N)=O)c2[nH]c(=O)n(-c3ccc(F)cc3)c2n1	10.8%[76.3 µM]
13	COC(=O)[C@H](Cc1c[nH]c2ccccc12)NC(=O)NCc1ccccc1	3.8%
14	CC[C@@H](C)[C@H](NC(=O)Cc1c(C)c2cc3c(C)c(C)oc3c(C)c2oc1=O)C(=O)O	-5.9%
15	O=c1cc(-c2cc3ccccc3o2)c2cc(O)ccc2o1	-2.4%[76.3 µM]
16	Cc1ccc(N2CC(C(=O)OCC(=O)c3ccc([N+](=O)[O-])cc3)CC2=O)cc1 (stereo not drawn)	6.3%
17	CCCCNC(=O)[C@H]1N2C(=O)c3c(ccc(OC)c3OC)C2SC1(C)C (stereo partly drawn)	-1.7%
18	Cc1ccc(S(=O)(=O)N2CCCCC2)cc1C(=O)N1CCCC1	-0.4%[76.3 µM]
19	Cc1cc(O)c(C)c(O)c1/C=N/NC(=O)c1cccnc1	11.1%[76.3 µM]
20	COc1ccc(CCC(=O)OCC(=O)Nc2ccccc2)cc1	1.2%
21	CCOc1cc(CNn2cnnc2)cc(Cl)c1OCC(=O)NC(C)(C)C	-0.4%[76.3 µM]
22	COc1ccc(NS(=O)(=O)c2cn(C)cn2)cc1OC	0.9%[76.3 µM]
23	COc1ccc(CCN2CC(C(=O)N(C)CCc3cn[nH]c3)CCC2=O)cc1 (stereo not drawn)	-1.5%[76.3 µM]
24	O=C(CCC(=O)Nc1ccc(Br)cc1)N/N=C/c1ccccc1O	6.6%
25	CC(OC(=O)CCCC(=O)Nc1ccccc1)C(=O)c1ccccc1 (stereo not drawn)	-1.2%
26	Cc1c(CCC(=O)NCCCn2ccnc2)c(=O)oc2cc3oc4c(c3cc12)CCCC4	-6.6%[76.3 µM]
27	CC(=O)Nc1ccccc1C(=O)N1CCN(Cc2ccc3c(c2)OCO3)CC1	-2.9%[76.3 µM]
28	O=C(Nc1ccccc1F)c1cc(C(=O)Nc2ccccc2F)cc([N+](=O)[O-])c1	4.5%[76.3 µM]
29	C=C(C)COc1ccc(-c2ncncc2-c2ccc(OC)cc2)c(O)c1	-0.8%
30	C/C(=N/Nc1ncc(Br)cn1)c1ccc([N+](=O)[O-])cc1	17.0%[76.3 µM]
31	O=C(Nc1ccccc1F)NC1CCCCCCC1	-0.1%[76.3 µM]
32	C/C(CC(=O)Nc1cccc(C(F)(F)F)c1)=N\NC(=O)c1cnccn1	u
33	Cc1ccccc1CN1CCNC(=O)C1CC(=O)NC1CCCCCCC1 (stereo not drawn)	-0.4%[76.3 µM]
34	CNC(=O)C(=O)NCC1OCCN1S(=O)(=O)c1ccc(C)cc1 (stereo not drawn)	1.4%[76.3 µM]
35	O=C(N/N=C\c1ccncc1)c1ccc(Br)s1	-0.3%[76.3 µM]
36	Cc1cc(C)c(NC(=S)N2CCN(c3ccc([N+](=O)[O-])cn3)CC2)cc1C	7.4%
37	CCc1ccc(S(=O)(=O)c2nnn3c2nc(N2CCOCC2)c2ccccc23)cc1	-10.6%[76.3 µM]
38	Cc1oc2c(cc(NS(=O)(=O)c3ccc(F)cc3)c3ccccc32)c1C(=O)O	-4.5%
39	CC(=O)c1c(C)oc2ccc(NS(=O)(=O)c3ccc(C(=O)O)cc3)cc12	-27.6%
40	CSCCC(=O)N1CCCC(N2CCN(c3cccc(C(F)(F)F)c3)CC2)C1 (stereo not drawn)	5.3%[76.3 µM]
41	O=C(CN(Cc1ccccc1)C(=O)CNS(=O)(=O)c1ccccc1)NCc1ccco1	7.8%[76.3 µM]
42	O=C(CCCN1C(=O)/C(=C/c2ccc3c(c2)OCO3)SC1=S)Nc1ccc(C(=O)O)cc1	-4.4%[76.3 µM]
43	CCc1ccc(CNC(=O)c2ccc3nc(C4CCCCC4)oc3c2)nc1	-5.1%[76.3 µM]
44	COc1ccc(-c2nc(CN3CCN(Cc4cccc(Cl)c4)CC3)c(C)o2)cc1	10.7%[76.3 µM]
45	COc1ccc(OC)c(NC(=O)C2CCN(C(=O)C3CC(=O)N(c4ccc(C)cc4)C3)CC2)c1 (stereo not drawn)	4.4%
46	Cc1ccc(C(=O)C2=C(O)C(=O)N(CC3CCCO3)C2c2ccccc2F)o1 (stereo not drawn)	-14.1%
47	CCN(CC(=O)Nc1cc(Cl)ccc1C)C(=O)c1ccc(=O)n(Cc2ccccc2)n1	2.4%[76.3 µM]
48	COc1ccc(NC2CCCN(C(=O)c3cc(CC(C)C)nc(N)n3)C2)cc1 (stereo not drawn)	-7.0%[76.3 µM]
49	O=C(CN(C(=O)c1csnn1)c1ccccc1F)NCc1ccc2c(c1)OCO2	-3.7%[76.3 µM]
50	COc1cc(Cl)c(NS(=O)(=O)c2ccc(-c3ccc(=O)[nH]n3)o2)c(OC)c1	-20.5%[76.3 µM]
51	O=C(CCCOc1ccc(Cl)cc1Cl)NCCc1ccccn1	-6.7%
52	O=C(CSc1nc2ccccc2c(=O)[nH]1)Nc1cccc([N+](=O)[O-])c1	-2.8%[76.3 µM]
53	CN(Cc1ccccc1)S(=O)(=O)c1ccc2[nH]c(=O)ccc2c1	-10.8%[76.3 µM]
54	COCc1c(C(=O)NC(C)c2ccc(S(N)(=O)=O)cc2)oc2ccccc12 (stereo not drawn)	11.6%[76.3 µM]
55	COCC1CCN(C(=O)C2CCC(=O)N(C3CCCCCC3)C2)CC1 (stereo not drawn)	0.8%[76.3 µM]
56	CN(Cc1ccccc1)C(=O)COc1cc(Cl)ccc1Cl	-1.9%
57	CSCC(=O)NC1CCCN(C2Cc3ccccc3C2)C1 (stereo not drawn)	-9.3%[76.3 µM]
58	O=[N+]([O-])c1ccc(S(=O)(=O)N2CCN(C3CCN(Cc4ccccc4)CC3)CC2)cc1	-4.1%
59	O=C(O)CCC(=O)Nc1sc2c(c1C(=O)NC1CCCC1)CCCC2	-3.7%[76.3 µM]
60	CC(=O)Nc1ccc(-c2nc3ccc(NC(C)=O)cc3o2)cc1	4.1%

Five records drawn at random from those above, as already listed:
item	canonical_smiles	GAA glycogen mod
52	O=C(CSc1nc2ccccc2c(=O)[nH]1)Nc1cccc([N+](=O)[O-])c1	-2.8%[76.3 µM]
46	Cc1ccc(C(=O)C2=C(O)C(=O)N(CC3CCCO3)C2c2ccccc2F)o1 (stereo not drawn)	-14.1%
51	O=C(CCCOc1ccc(Cl)cc1Cl)NCCc1ccccn1	-6.7%
49	O=C(CN(C(=O)c1csnn1)c1ccccc1F)NCc1ccc2c(c1)OCO2	-3.7%[76.3 µM]
42	O=C(CCCN1C(=O)/C(=C/c2ccc3c(c2)OCO3)SC1=S)Nc1ccc(C(=O)O)cc1	-4.4%[76.3 µM]

(more compounds)
item	canonical_smiles	GAA glycogen mod
61	COc1ccccc1N1CCN(S(=O)(=O)c2ccc(Cl)cc2)CC1	-7.7%
62	Cc1cc(C)cc(OC(C)C(=O)Nc2ccc(S(=O)(=O)Nc3cc(C)nc(C)n3)cc2)c1 (stereo not drawn)	0.9%[76.3 µM]
63	CC(C)(C)C1=CC(O)(c2ccccc2)C=C(C(C)(C)C)C1=O	0.7%
64	COc1ccc(S(=O)(=O)N2CCN3CCCC3C2)cc1 (stereo not drawn)	15.9%[76.3 µM]
65	CCN(CC)S(=O)(=O)c1ccc(C(=O)Nc2cc(C)on2)cc1	6.4%
66	COc1cccc(N=Nc2ccc3cccnc3c2O)c1	1.1%
67	CSCCC(=O)N(C)CC1CCCN(CCc2cccc(C(F)(F)F)c2)C1 (stereo not drawn)	-5.3%[76.3 µM]
68	Nc1cccc(C(=O)Nc2cccc3ncccc23)c1	-1.5%[76.3 µM]
69	FC(F)(F)c1cccc(CNC2CCN(Cc3ccccc3)CC2)c1	-11.7%[76.3 µM]
70	CN(CC(=O)NCc1ccc(F)cc1)Cc1ccc(Br)cc1	-3.9%
71	O=C(Nc1ccccc1NC(=O)c1ccccc1Cl)c1ccccc1Cl	1.2%[76.3 µM]
72	COc1ccc(-c2cn3cccnc3n2)cc1NC(=O)C(C)C	13.7%[76.3 µM]
73	O=C(CCNC(=O)N1CC(=O)Nc2ccccc21)NCc1ccc(F)cc1	-3.2%[76.3 µM]
74	CCOc1cccc(C(=O)Nc2ccccc2C(=O)N2CCOCC2)c1	1.2%[76.3 µM]
75	CCc1cc(=O)oc2c(C)c(OCC(=O)NCc3ccccn3)ccc12	-10.0%[76.3 µM]
76	COc1ccc(S(=O)(=O)N2CCN(C3CCCC(C)C3)CC2)cc1 (stereo not drawn)	5.5%
77	O=C(CNC(=O)c1nc[nH]c1C(=O)N1CCc2ccccc2C1)OCc1ccccc1	-13.0%[76.3 µM]
78	CN(C)Cc1c(C(=O)N/N=C/c2ccco2)nnn1-c1nonc1N	-0.5%[76.3 µM]
79	Cc1cc2oc(=O)ccc2cc1[N+](=O)[O-]	22.4%[76.3 µM]
80	Cc1ccc(CN2CCC(CNC(=O)c3ccc(NC(=O)C4=CSCCO4)cc3)CC2)cc1	-0.4%[76.3 µM]
81	COCCCNC(=O)/C(C#N)=C/c1c(N2CCN(c3ccccc3)CC2)nc2ccccn2c1=O	-2.9%
82	CCOC(=O)C1CCCN(C(=O)CNC(=O)c2nn(-c3ccc(OC)c(Cl)c3)c(=O)c3ccccc23)C1 (stereo not drawn)	-0.4%
83	CSc1cccc(N2C(=O)C3CCCN3C2=S)c1 (stereo not drawn)	2.6%
84	O=C(Nc1ccnn1C1CCN(C(=O)Cc2cccc(Cl)c2)CC1)C1CC1	6.5%[76.3 µM]
85	O=C(Cc1cccs1)NC(Cc1c[nH]c2ccccc12)C(=O)O (stereo not drawn)	2.4%[76.3 µM]
86	COCCN(CCNC(=O)c1ccc(NC2=NC3CS(=O)(=O)CC3S2)cc1)Cc1ccco1 (stereo not drawn)	16.8%[76.3 µM]
87	CCOc1ccc(Cl)cc1/C=C1/C(=O)ON=C1C	4.0%
88	COc1ccccc1/C=N/NS(=O)(=O)c1ccccc1	1.1%
89	CCOC(=O)C(=O)C1=CN(Cc2ccccc2)C=C(C#N)C1	-0.7%
90	Cc1ccc(OCC(=O)Nc2ccc3c(c2)C(=O)N(CCC(=O)O)C3=O)cc1	-0.3%[76.3 µM]
91	CCOC(=O)c1ccccc1NC(=O)c1ccc2nc[nH]c2c1	-4.2%
92	CC(NC(=O)CCc1c[nH]c2ccccc12)c1ccccc1 (stereo not drawn)	1.2%[76.3 µM]
93	ClCc1nc2ccccc2n1Cc1ccccc1	-8.6%[76.3 µM]
94	Cc1ccc2c(c1)N(C(=O)CCC(=O)NC1CCCCCC1)CCO2	-5.1%[76.3 µM]
95	Cc1ccc2nc3c(cc(C(=O)NC4CCCCC4)c(=N)n3C3CCCCC3)c(=O)n2c1	-20.1%
96	COc1ccc(CCNC(=O)c2cc3ccccc3oc2=O)cc1	14.7%[76.3 µM]
97	Cc1cc(C)c(NS(=O)(=O)c2ccc3c(c2)NC(=O)C(C)C(=O)N3)c(C)c1 (stereo not drawn)	-12.1%[76.3 µM]
98	CCCCCc1c(C)nc(N2CCN(Cc3ccc4c(c3)OCO4)CC2)[nH]c1=O	8.1%
99	Cc1nnc(N2C(=O)C(=O)/C(=C(/O)c3ccc4c(c3)OCCO4)C2c2ccc(F)cc2)s1 (stereo not drawn)	-0.6%[76.3 µM]
100	O=S(=O)(NCCN1CCCC1)c1ccc(Cl)cc1	-8.6%
101	O=C(NCc1ccccc1C(F)(F)F)C1CC(O)CN1C(=O)Nc1ccccc1 (stereo not drawn)	-11.2%[76.3 µM]
102	CC1CCCCN1C(=O)c1c([N+](=O)[O-])cnn1C (stereo not drawn)	-16.5%[76.3 µM]
103	Cc1ccc(S(=O)(=O)N[C@H](C(=O)N2CCC(C(=O)N[C@@H](CC(=O)O)C(=O)O)CC2)C(C)C)cc1	23.1%[76.3 µM]
104	COc1cc(Br)c(/C=C/c2ccc3cccc(O)c3n2)cc1OC	-6.5%
105	Cc1ccc(S(=O)(=O)NN2C(=O)/C(=C/c3ccc(C(=O)O)cc3)SC2=S)cc1	3.2%
106	COc1ccc2ccccc2c1-c1csc(N)n1	3.5%
107	Cc1oc2cc3oc(=O)c(CCC(=O)NCCCN4CCCC4=O)c(C)c3cc2c1C	-20.8%[76.3 µM]
108	Cn1c(COc2ccc(Cl)cc2Cl)nnc1SCC(=O)NCC1CCCO1 (stereo not drawn)	3.5%
109	Cn1c(CCN2CCCC2)nc2cc(NS(=O)(=O)c3ccc(Cl)cc3)ccc21	-3.9%[76.3 µM]
110	O=[N+]([O-])c1ccc(CCn2ccnc2)cc1	4.6%

A portion of the library (hit frequency here may not be typical).
